GC-B act: human GC-B receptor activators, primary screen, HEK293 GC-B cells, cGMP TR-FRET, EC30 CNP. 0% at EC30 CNP, 100% saturating CNP. actives 0.11% (n = 370,000). activation, % at 10 µM. AID 1920062, 2024;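 active = activation at 10 µM reaching about 35% in either raw or pattern-adjusted values, limit read from the data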
GC-A act: GC-A stimulated cGMP production enhancers – HEK293 GC-A cells, cGMP TR-FRET, EC30 ANP, primary screen | Atrial natriuretic peptide receptor 1 (Homo sapiens), P16066 | 0% at EC30 ANP, 100% saturating ANP | activation, % at 10 µM | actives 0.14% (n = 370,000) | AID 1671463, 2021; in the data active = activation above about 40%
GAA850 FXN act: FXN promoter activators, primary screen, cell-based, luciferase luminescence, HEK293 lucGAA850; actives 0.56% (n = 360,000); HEK293 lucGAA850 FXN promoter luciferase reporter, 24 h; percent of 10 µM SAHA response; activation, % at 6 µM;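 active = activation above the average of all compounds screened plus 3 SD, cutoff fixed separately per campaign, cut at about 7.5% in these data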;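 also: 0% = DMSO wells and 100% = 10 µM SAHA wells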
DAX1 inh-1: DAX1 (NR0B1) inhibitors on StAR promoter, primary screen, cell-based, luminescence, SF-1 (NR5A1), full-length DAX-1 | AID 652010, 2013 | actives 1.1% (n = 370,000) | HEK293T StAR-luciferase reporter, SF-1/DAX-1 repression relief | inhibition, % at 6.8 µM;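 active = inhibition above the mean over all tested compounds plus 3 SD, cut at about 3.6% in these data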;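 also: 0% = DAX-1 cells with DMSO and 100% = cells lacking DAX-1 with DMSO; higher inhibition means more luminescence from relief of DAX-1 repression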
SMARCA2 act: SMARCA2 (BRM) function activators, primary screen, cell-based, luminescence, high throughput; MG213 cells, MMTV-luciferase reporter, dexamethasone, overnight; activation, % at 9.1 µM; actives 1% (n = 370,000); AID 652017, 2013; in the data active = activation above about 7.8%;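 also: 0% = vehicle wells and 100% = reference activator wells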
hgDAF12 agonist: H. glycines DAF-12 receptor agonists, primary screen, cell-based, luminescence, HEK293, GAL4 fusion, UAS-luciferase. actives 1.8% (n = 370,000). activation, % at 6.8 µM. HEK293 GAL4-hgDAF12 UAS-luciferase reporter, agonist luminescence; normalized to butyrate control. Nuclear hormone receptor DAF-12 (Heterodera glycines), GAL4 fusion;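 active = activation above a cutoff set at the mean of all screened compounds plus 3 SD, cut at about 10% in these data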;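 also: 0% = DMSO wells and 100% = sodium butyrate wells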
proKLK7 act: proKLK7 zymogen activators, primary screen, biochemical, fluorescence intensity | purified proKLK7, EDANS-DABCYL substrate fluorescence; 100% is mature enzyme control, 0% vehicle | activation, % at 7 µM | actives 0.9% (n = 370,000);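 active = activation above the mean of all tested compounds plus 3 SD, computed per campaign excluding outliers beyond control limits, cut at about 13% in these data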
Target sequence (P49862 whole entry, looked up): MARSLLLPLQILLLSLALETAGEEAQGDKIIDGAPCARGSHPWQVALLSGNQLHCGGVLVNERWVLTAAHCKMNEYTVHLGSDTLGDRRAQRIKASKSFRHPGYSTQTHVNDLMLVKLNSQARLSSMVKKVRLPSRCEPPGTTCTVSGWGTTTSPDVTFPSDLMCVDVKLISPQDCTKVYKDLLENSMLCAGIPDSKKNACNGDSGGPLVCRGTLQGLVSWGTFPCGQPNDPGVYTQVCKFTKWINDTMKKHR
DAX1 inh-2: DAX1 (NR0B1) inhibitors, primary screen, cell-based, HEK293, Gal4-DAX1, luciferase luminescence. AID 504766, 2011. inhibition, % at 6.75 µM. actives 0.99% (n = 340,000). HEK293 Gal4-DAX1 luciferase reporter. Nuclear receptor subfamily 0 group B member 1 (Homo sapiens), P51843;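 active = inhibition above the mean over all tested compounds plus 3 SD, cut at about 4.2% in these data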;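 also: 0% = DAX1-transfected cells with DMSO and 100% = empty-vector control cells with DMSO; inhibition shows as a rise in luminescence from relieved DAX1 repression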
Target sequence (P51843 207-470 limits assumed): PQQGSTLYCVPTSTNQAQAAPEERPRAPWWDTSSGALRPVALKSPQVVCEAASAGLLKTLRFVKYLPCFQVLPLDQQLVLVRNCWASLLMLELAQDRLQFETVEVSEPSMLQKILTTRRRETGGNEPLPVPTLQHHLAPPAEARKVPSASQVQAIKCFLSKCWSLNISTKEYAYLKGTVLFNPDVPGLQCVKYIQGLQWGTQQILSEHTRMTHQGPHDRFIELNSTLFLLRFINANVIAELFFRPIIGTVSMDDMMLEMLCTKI
sPLA2-III inh: human group III sPLA2 inhibitors, primary screen, biochemical, QFRET, BODIPY PC-A2 liposome substrate; QFRET BODIPY PC-A2 liposome hydrolysis, fluorescence; inhibition, % at 12.2 µM; actives 0.56% (n = 370,000); Group 3 secretory phospholipase A2 (Homo sapiens), Q9NZ20;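 active = inhibition above mean plus 3 SD of compounds lying within the high and low control bounds, cut at about 19% in these data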;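 also: 0% = median of test compound wells and 100% = no enzyme DMSO wells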
Target sequence (Q9NZ20 whole entry, looked up): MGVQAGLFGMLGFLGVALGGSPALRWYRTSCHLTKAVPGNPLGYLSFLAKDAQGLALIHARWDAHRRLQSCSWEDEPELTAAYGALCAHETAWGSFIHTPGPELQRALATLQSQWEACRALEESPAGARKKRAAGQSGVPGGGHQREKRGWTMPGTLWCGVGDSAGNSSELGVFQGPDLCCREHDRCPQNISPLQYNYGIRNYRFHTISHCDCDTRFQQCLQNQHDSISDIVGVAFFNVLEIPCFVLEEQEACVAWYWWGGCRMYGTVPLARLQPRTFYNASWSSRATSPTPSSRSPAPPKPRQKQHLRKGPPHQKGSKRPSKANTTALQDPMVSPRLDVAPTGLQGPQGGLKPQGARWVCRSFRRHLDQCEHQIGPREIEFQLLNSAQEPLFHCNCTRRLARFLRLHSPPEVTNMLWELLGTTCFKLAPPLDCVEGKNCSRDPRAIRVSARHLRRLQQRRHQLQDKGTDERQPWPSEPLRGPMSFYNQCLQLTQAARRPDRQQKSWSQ
hcDAF12 agonist: H. contortus DAF-12 nuclear receptor activators, primary screen, cell-based, luminescence, HEK293, lit1-tk-luc reporter; activation, % at 6.8 µM; actives 1.4% (n = 370,000); HEK293 hcDAF-12 lit1-tk-luc reporter; 0% DMSO, 100% Δ7-dafachronic acid;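 active = activation above the mean of all tested compounds plus 3 SD, cut at about 5.5% in these data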;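 also: 100% = response to 3 µM Δ7-dafachronic acid high control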
ssDAF-12 act: S. stercoralis DAF-12 nuclear receptor activators, primary screen, cell-based, luminescence, HEK293, GRIP1 co-expression, lit1-tk-luc | HEK293 ssDAF-12/GRIP1 lit1-tk-luc reporter; % of 3 µM dafachronic acid response | activation, % at 6.8 µM | actives 1% (n = 370,000) | AID 652126, 2013;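 active = activation above the mean over all tested compounds plus 3 SD, cut at about 0.9% in these data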;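 also: 0% = DMSO-only wells and 100% = 3 µM delta7-dafachronic acid wells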
* = called active by the depositor; . = no result given.

The first four entries as a preview:
SMILES	GC-B act	GC-A act	GAA850 FXN act	DAX1 inh-1	SMARCA2 act	hgDAF12 agonist	proKLK7 act	DAX1 inh-2	sPLA2-III inh	hcDAF12 agonist	ssDAF-12 act
Nc1nnc(SCc2ccc(F)cc2)s1	0	2	2.9	-0.1	-1	-0.5	-0.1	1.0	-4	0.2	-0.1
Cn1c(=O)c2c(nc(CN3CCN(c4cccc(Cl)c4)CC3)n2CCc2ccccc2)n(C)c1=O	-5	-9	-2.5	-0.5	1	-0.5	0.2	1.7	-4	0.2	-1.6
Cc1ccc(C(=O)NC2CCN(S(=O)(=O)c3ccccc3)CC2)cc1	-1	-5	0.9	-0.6	-4	-1.3	-0.5	0.6	2	1.3	-1.3
CN(Cc1ccccn1)C(=O)C1CCC(=O)N(CCc2ccc(Cl)cc2)C1 (stereo unspecified)	-3	0	0.1	-0.1	-3	0.7	-0.4	0.0	-1	-1.2	-0.9

Results, from the start:
SMILES	GC-B act	GC-A act	GAA850 FXN act	DAX1 inh-1	SMARCA2 act	hgDAF12 agonist	proKLK7 act	DAX1 inh-2	sPLA2-III inh	hcDAF12 agonist	ssDAF-12 act
Nc1nnc(SCc2ccc(F)cc2)s1	0	2	2.9	-0.1	-1	-0.5	-0.1	1.0	-4	0.2	-0.1
Cn1c(=O)c2c(nc(CN3CCN(c4cccc(Cl)c4)CC3)n2CCc2ccccc2)n(C)c1=O	-5	-9	-2.5	-0.5	1	-0.5	0.2	1.7	-4	0.2	-1.6
Cc1ccc(C(=O)NC2CCN(S(=O)(=O)c3ccccc3)CC2)cc1	-1	-5	0.9	-0.6	-4	-1.3	-0.5	0.6	2	1.3	-1.3
CN(Cc1ccccn1)C(=O)C1CCC(=O)N(CCc2ccc(Cl)cc2)C1 (stereo unspecified)	-3	0	0.1	-0.1	-3	0.7	-0.4	0.0	-1	-1.2	-0.9
CN(C)C1(CNC(=O)C2CCC(=O)N(CCc3ccc(Cl)cc3)C2)CCCCC1 (stereo unspecified)	3	2	1.8	-0.2	2	1.1	-0.5	0.4	11	-0.5	-1.2
O=c1ccc(Cl)cn1Cc1ccccc1F	-1	-2	2.6	0.0	6	0.1	0.1	2.1	4	-2.6	-0.7
CCOC(=O)c1c(NC(=O)c2cc(CC(C)C)on2)sc(C(C)=O)c1C	-1	2	0.0	-0.3	-4	-0.5	0.1	1.5	17	1.1	-1.4
O=S1(=O)c2cc(Cl)ccc2N2CCC[C@@H]2CN1Cc1ccc(Cl)c(Cl)c1	-7	-7	.	-1.0	-6	2.8	-4.8	.	18	-0.4	-0.4
Cc1ccc(-c2nc(S(=O)(=O)c3ccccc3)c(SCC(=O)NCC3CCCO3)o2)cc1 (stereo unspecified)	3	-1	0.1	0.1	-4	-1.6	0.3	0.5	11	2.6	-0.4
COc1ccccc1NC(=O)NNC(=O)c1cc2ccccc2cc1O	2	3	2.1	2.5	-2	-0.8	-4.5	-0.4	27*	-1.5	-0.5
C#CCOCCOCCOCCNc1nc(N2CCOCC2)nc(N2CCN(C(=O)[C@H](CCC(=O)O)n3cc([C@@H](N)CCCCN)nn3)CC2)n1	-1	3	-0.7	-0.3	-1	-0.4	-0.1	0.6	5	-0.6	-1.1
CCOC(=O)c1ccccc1NC(=O)/C(C)=C/C(=O)O	2	3	-0.4	0.6	-1	-0.4	-0.2	-0.7	0	0.6	-2.0
CCOC(=O)c1c(OCC)[nH]c2c1cc(O)c1ccccc12	-5	12	-1.8	-1.3	0	-3.2	-3.4	-2.1	-1	0.1	-0.6
c1ccc(CN2CCN(C(c3ccccc3)c3ccccc3)CC2)cc1	-18	-16	-0.6	0.2	-3	1.2	-0.4	-1.7	7	-0.6	-1.3
O=C1c2cccc(-c3ccc(C(F)(F)F)cc3)c2C2CCCCN12 (stereo unspecified)	0	3	.	-0.8	-5	-4.2	-0.5	.	8	-1.2	-1.6
CC1=C(n2ccnc2)CCC1=O	1	0	-0.6	0.6	0	1.2	0.4	2.9	8	0.4	-1.2
COc1ccc(Cc2nnc(NC(=O)c3cccc([N+](=O)[O-])c3)s2)cc1	-2	-1	2.9	-0.2	0	-0.3	0.2	-0.2	-3	1.5	-0.7
C[C@@H](/C=C/C(=O)OC(C)(C)C)Sc1ccc(C(C)(C)C)cc1	0	-5	.	0.4	-1	0.3	-0.5	.	7	-2.0	-1.6
C[C@@H]1CN([C@H](C)CO)C(=O)CCCn2cc(nn2)CO[C@H]1CN(C)C(=O)Cc1ccccc1	-2	-1	0.5	-0.3	-5	0.3	-0.7	0.8	9	0.8	-1.3
COC(=O)c1cc(OC)c(OC)cc1NC(=O)c1ccccc1	0	-4	2.5	-0.7	2	-2.3	0.1	0.7	3	-0.1	-1.4
NC(=O)[C@@H]1CCCN1C(=O)c1ccc2oc(CCc3ccccc3)nc2c1	-1	9	7.8*	3.6*	2	5.5	-0.2	0.8	2	0.1	-0.7
O=C(O)c1ccc(N2CC3CC(C2)c2cccc(=O)n2C3)c(NC(=S)Nc2ccc(Cl)cc2Cl)c1 (stereo unspecified)	4	0	0.8	0.0	4	2.2	-0.4	0.7	-1	-1.8	-0.3
S=C(NCCc1ccccn1)Nc1ccc(Cl)c(Cl)c1	4	4	2.0	-0.1	-2	1.3	-0.5	0.0	6	0.6	-1.3
O=C(COC(=O)c1c(Cl)cccc1Cl)NCC1CCCO1 (stereo unspecified)	1	2	2.9	-0.2	1	1.0	0.9	0.8	1	2.0	-0.6
Cc1cc(C)c(C)c(S(=O)(=O)Nc2ccc(O)cc2)c1C	-12	1	-0.1	-1.0	-2	-1.8	0.2	-0.2	-32	-0.4	-1.5
Following part
SMILES	GC-B act	GC-A act	GAA850 FXN act	DAX1 inh-1	SMARCA2 act	hgDAF12 agonist	proKLK7 act	DAX1 inh-2	sPLA2-III inh	hcDAF12 agonist	ssDAF-12 act
O=C(COC(=O)c1cc(=O)[nH]c2ccccc12)c1cccs1	-4	0	2.3	-0.4	1	-1.3	-42	0.4	-2	-0.3	-0.3
OCCN1CCN(c2ncnc3scc(-c4ccc(F)cc4)c23)CC1	-1	0	2.6	-0.2	0	0.4	-0.6	0.2	-1	-0.8	-1.7
O=C(c1ccccc1)N1CCN(C(=S)NCCc2ccccc2)CC1	3	1	2.9	0.1	-1	0.2	0.3	0.0	7	-0.2	-0.1
COc1ccc(NC(=O)c2coc(C)c2)cc1	5	2	5.1	0.8	-2	7.1	0.2	-0.5	3	2.0	0.3
Cc1ccc(C(=O)N/C(=C\c2cccs2)C(=O)NCc2ccncc2)cc1	-1	4	-1.3	0.3	0	-1.4	-0.2	0.6	4	-1.3	-0.7
COc1ccc(C(O)CNc2ccc(C)cc2)cc1 (stereo unspecified)	1	0	0.4	-0.2	-6	1.9	0.0	0.1	2	-0.1	-1.3
O=C(NC(Cc1c[nH]c2ccccc12)C(=O)O)/C(=C/c1ccc(F)cc1)NC(=O)c1ccccc1 (stereo unspecified)	2	2	0.7	0.0	0	1.9	-0.3	2.2	-79	5.5	0.9*
S=c1[nH]cc(Cc2ccccc2)s1	0	3	0.9	-0.3	0	2.9	-0.1	1.4	38*	-0.6	-1.2
O=C(O)CC1(CC(=O)Nc2ccc3sccc3c2)CCCCC1	3	1	1.3	-0.1	-4	0.1	0.0	.	10	1.2	-0.3
CC(=O)Nc1c2c(nn1-c1ccc(C)cc1)CS(=O)(=O)C2	-4	-2	2.4	0.0	-1	0.4	0.0	1.1	8	-1.9	-0.6
COc1cc(/C=C/C(=O)O)cc(S(=O)(=O)NCc2ccco2)c1OC	1	-2	-1.6	2.3	-2	-1.4	-0.4	1.1	-3	1.4	-1.3
COc1ccc(CCNC(=O)c2c([S-])n(-c3ccc(C)cc3)c3cccc[n+]23)cc1	-1	2	2.2	-0.4	1	2.6	-1.5	-1.4	2	-0.6	-1.4
COc1cccc(CNC(=O)CC2C(=O)NCCN2CCCc2ccccc2)c1 (stereo unspecified)	1	2	1.9	0.1	-2	0.8	1.1	-0.7	-6	-2.0	-1.3
NCCc1nnc(SCc2ccc(F)cc2)o1	9	2	-1.4	-0.9	-4	-2.0	0.4	0.0	4	-1.1	-1.4
CCc1cccc(CC)c1-n1c(-c2cccnc2)n[nH]c1=S	2	-1	0.2	-0.6	-2	-3.2	0.6	-0.2	10	-1.6	-1.2
COc1ccc(C2c3c(ccc4ccccc34)Oc3ncn4nc(CO/N=C/c5ccccc5)nc4c32)cc1 (stereo unspecified)	0	-4	4.7	-0.7	6	-1.7	0.2	0.8	-1	-0.9	-1.0
CCOc1ccc(C2C(C(=O)c3ccco3)=C(O)C(=O)N2CCCn2ccnc2)cc1OC (stereo unspecified)	1	0	1.9	1.7	-1	2.1	0.6	0.7	-3	1.4	-0.8
C/C(=N\NC(=O)CNc1cccc(C)c1)c1ccc(Br)s1	-16	-1	-1.7	1.9	-1	2.3	0.3	-0.5	13	-1.1	-0.6
CCn1cc(C(=O)N[C@H](C(=O)NCCCO)C(C)C)c(=O)c2cc3c(cc21)OCO3	1	-1	1.2	-0.4	-2	-0.7	0.7	0.1	0	0.7	-1.2
Cc1ccc(NC(=O)CN2C(=O)/C(=C\c3cccs3)SC2=S)cc1	1	-1	2.8	-1.2	-5	5.4	0.0	-0.8	9	2.3	-1.2
O=C(CNC(=O)c1ccc(S(=O)(=O)N2CCCC2)cc1)N/N=C/c1ccccc1Cl	3	-3	-0.7	-1.6	2	-0.9	0.2	0.3	-17	-2.8	-1.4
COC(=O)/C(=C/c1ccco1)NC(=O)c1ccco1	-1	3	-0.8	0.2	2	2.5	-0.1	0.1	4	0.6	-0.6
COc1ccc(C(=O)C(OC(=O)c2ccc(C)c(NC(C)=O)c2)c2ccccc2)cc1 (stereo unspecified)	5	-1	-0.6	-0.7	-3	-1.9	0.5	-0.6	-18	-0.8	-0.9
O=C(NCC1CCCO1)c1ccc2c(c1)ncn2-c1cccc(F)c1 (stereo unspecified)	1	1	1.2	0.6	-1	0.0	-0.6	0.9	1	-1.0	-1.6
CS(=O)(=O)N(Cc1ccccc1Cl)c1ccc(C(=O)NCc2cccnc2)cc1	-7	-3	1.9	-2.7	0	-6.8	0.3	-2.4	-9	-2.1	-2.0
O=c1c(Cl)c(N2CCOCC2)cnn1-c1ncc(C(F)(F)F)cc1Cl	1	3	-0.1	-0.8	-3	-2.5	0.4	2.1	1	1.4	-1.2
C[n+]1cc(-c2ccccc2)oc1-c1ccccc1	1	-2	1.2	0.0	-1	3.0	0.1	1.1	-1	2.5	-0.8

High-throughput results deposited in PubChem by several laboratories.
